Screening data: PubChem BioAssay, several laboratories
IDE inh: inhibitors of human insulin-degrading enzyme in cells; actives 0.41% (n = 320,000); P14735; inhibition, % at 5.59 µM; HEK cells, FAbetaB cleavage, fluorescence polarization; AID 434962;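 active = percent inhibition above the average of all tested compounds plus 3 SD, set per screening campaign, cut at about 16% in these data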;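 note: IDE supplied by intact live HEK cells; FP after avidin binding of uncleaved biotin substrate so inhibition keeps polarization high; 0% = DMSO wells and 100% = 60 µM reference IDE inhibitor Ii1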
p-CIP stab down: lowers stability of the mouse p/CIP coactivator protein; Q05BA5; AID 1984; F442A p/CIP-EGFP cells, EGFP fluorescence, 16 h; actives 0.01% (n = 290,000); decrease of EGFP signal, % at 10 µM;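 active = EGFP signal decrease of at least 30% at 10 µM or well 3 SD below plate mean, unless failing retest; inactive = the rest, including hits failing retest or dose response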; note: some compounds called inactive have numbers as strong as hits; many of its hits are not listed in these tables
CRFBP-R2 agonist: agonists of human CRF-binding protein/CRF-R2 receptor complex | HEK293 CRF-R2/CRF-BP, calcium dye fluorescence (FLIPR); percent of saturating CRF peptide response | activation, % at 13.2 µM | actives 0.46% (n = 350,000);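 active = activation of at least 50%, plus an integration ratio under a set limit after plate pattern correction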;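 note: plate controls were neutral control wells without compound for no effect and CRF at EC100 for full effect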
CHRM4 PAM: CHRM4 positive allosteric modulation. CHO-K1 hM4/Gqi5, Fluo-8 calcium fluorescence, ACh EC20; 0% = ACh EC20, 100% = maximal ACh. activation, % at 3 µM. actives 0.4% (n = 360,000);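 active = activation above its plate's cutoff, the mean activation of sample wells plus 3 SD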; note: some results filed as inactive read as strong as hits
CRFR2-BP antag: antagonists of CRF-binding protein/CRF-R2 receptor complex. AID 588475. actives 0.59% (n = 350,000). inhibition, % at 11.8 µM. HEK293 CRF-R2/CRF-BP, CRF-induced calcium fluorescence;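 active = inhibition of the ligand-induced calcium signal above about 50% at the single tested concentration, limit read from the data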
MEKK3 PB1 HTS: MEKK3-MEK5 PB1 interaction, increase or decrease. bead-based flow cytometry, Alexa488-MEK5 binding to MEKK3; actives lie on both sides; 0 = blocked by unlabeled MEK5, 100 = vehicle. Q99759. binding response (% of control), % at 10 µM. AID 1529. actives 1.4% (n = 290,000);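 active = binding response more than 3 SD above or below the average of its plate-row segment, actives on both sides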;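 note: Alexa488 bead fluorescence after subtracting the streptavidin-only scavenger bead signal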
Target sequence (Q99759 whole entry, looked up): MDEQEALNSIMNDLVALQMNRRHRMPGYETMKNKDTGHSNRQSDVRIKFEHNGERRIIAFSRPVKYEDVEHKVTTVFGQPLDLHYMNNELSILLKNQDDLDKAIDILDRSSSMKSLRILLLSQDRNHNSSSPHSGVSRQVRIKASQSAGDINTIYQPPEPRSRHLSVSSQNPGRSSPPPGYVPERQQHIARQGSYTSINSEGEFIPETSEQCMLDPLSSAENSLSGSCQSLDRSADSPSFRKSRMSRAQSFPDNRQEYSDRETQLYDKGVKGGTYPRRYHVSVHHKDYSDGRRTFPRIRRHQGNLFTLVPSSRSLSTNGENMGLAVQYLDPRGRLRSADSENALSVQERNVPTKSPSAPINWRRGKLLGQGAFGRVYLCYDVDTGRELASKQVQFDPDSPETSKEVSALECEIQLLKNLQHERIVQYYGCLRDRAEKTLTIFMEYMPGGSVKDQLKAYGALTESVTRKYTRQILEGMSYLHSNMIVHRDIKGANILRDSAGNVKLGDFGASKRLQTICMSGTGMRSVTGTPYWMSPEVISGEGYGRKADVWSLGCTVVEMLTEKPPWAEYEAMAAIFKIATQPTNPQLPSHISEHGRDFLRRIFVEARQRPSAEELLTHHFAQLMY
IDE cell activ: boosts human insulin-degrading enzyme activity in HEK cells; P14735; FAbeta-B cleavage, fluorescence polarization; 0% vehicle, 100% cell-free pure enzyme wells; activation, % at 5.96 µM; actives 0.073% (n = 340,000);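 active = activation above the mean of all tested compounds plus 3 SD, set per screening campaign, cut at about 17% in these data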
GalR3 antag: human GalR3 antagonism | O60755 | HEK293 GalR3-CNG cAMP membrane potential fluorescence; galR3 body fused to GalR1 C-terminus | inhibition, % at 3 µM | actives 0.44% (n = 360,000) | AID 651719;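 active = inhibition above the screen-wide average plus 3 SD, cut at about 13% in these data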;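 note: forskolin and galanin both at EC90 stimulate the cells; cAMP rise reported by CNG channel membrane potential dye signal; 0% = forskolin plus galanin with DMSO and 100% = forskolin alone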
PHOSPHO1 inh: blocks human PHOSPHO1 phosphatase activity; Q8TCT1; recombinant PHOSPHO1, absorbance phosphatase assay; inhibition, % at 13.3 µM; actives 1.1% (n = 290,000); AID 1565; in the data active = inhibition above about 60%
Target sequence (Q8TCT1 whole entry, looked up): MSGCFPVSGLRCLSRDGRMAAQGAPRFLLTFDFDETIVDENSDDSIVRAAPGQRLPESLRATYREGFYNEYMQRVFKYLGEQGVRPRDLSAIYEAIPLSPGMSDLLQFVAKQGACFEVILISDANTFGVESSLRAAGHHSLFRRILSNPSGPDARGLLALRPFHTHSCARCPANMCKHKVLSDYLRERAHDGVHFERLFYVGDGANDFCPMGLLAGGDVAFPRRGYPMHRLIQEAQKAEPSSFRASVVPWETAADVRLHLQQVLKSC
The depositor's hits bear a star. The list is partial. The share of hits here may be higher or lower than overall.

The opening three records as a preview:
Results for CC(=O)O/C(=C1\CC2C3CC=C4CC(OC(C)=O)CCC4(C)C3CCC2(C)C1=O)C(F)(F)F (stereo not given) ?
CRFBP-R2 agonist: 14; CHRM4 PAM: 2; CRFR2-BP antag: -9; IDE cell activ: 5; GalR3 antag: -6

How did COC1=CC(=O)O[C@@H](/C=C/c2ccccc2)C1 do in these assays?
IDE inh: 8; CRFBP-R2 agonist: -0.2; CHRM4 PAM: -9; CRFR2-BP antag: -5; IDE cell activ: 1

How did COC(=O)C(O)(c1ccc(N(C)S(=O)(=O)c2ccccc2)cc1)C(F)(F)F (stereo not given) do in these assays?
IDE inh: -2; p-CIP stab down: -9; CRFBP-R2 agonist: 0.6; CHRM4 PAM: -2; CRFR2-BP antag: 2; MEKK3 PB1 HTS: 109; IDE cell activ: -1; GalR3 antag: -6; PHOSPHO1 inh: -20

All compounds of this part, from the first entry:
Results for CC(=O)O/C(=C1\CC2C3CC=C4CC(OC(C)=O)CCC4(C)C3CCC2(C)C1=O)C(F)(F)F (stereo not given) ?
CRFBP-R2 agonist: 14; CHRM4 PAM: 2; CRFR2-BP antag: -9; IDE cell activ: 5; GalR3 antag: -6

How did COC1=CC(=O)O[C@@H](/C=C/c2ccccc2)C1 do in these assays?
IDE inh: 8; CRFBP-R2 agonist: -0.2; CHRM4 PAM: -9; CRFR2-BP antag: -5; IDE cell activ: 1

How did COC(=O)C(O)(c1ccc(N(C)S(=O)(=O)c2ccccc2)cc1)C(F)(F)F (stereo not given) do in these assays?
IDE inh: -2; p-CIP stab down: -9; CRFBP-R2 agonist: 0.6; CHRM4 PAM: -2; CRFR2-BP antag: 2; MEKK3 PB1 HTS: 109; IDE cell activ: -1; GalR3 antag: -6; PHOSPHO1 inh: -20

What do the screens show for `CC(=O)C1CCC2C3CCC4CC(O)CCC4(C)C3C(O)CC12C` (stereo not given)?
CRFBP-R2 agonist: 2.4; CHRM4 PAM: 5; CRFR2-BP antag: -13; IDE cell activ: 3; GalR3 antag: -3

What do the screens show for `Cc1ccc(-n2c(O)c(C=NCCN3CCNCC3)c(=O)[nH]c2=S)cc1`?
IDE inh: -2; p-CIP stab down: -18; CRFBP-R2 agonist: -1.4; CHRM4 PAM: 7; CRFR2-BP antag: 12; MEKK3 PB1 HTS: 102; IDE cell activ: -3; GalR3 antag: -9; PHOSPHO1 inh: 33

What do the screens show for `COc1ccc(CC(=O)N2CCN(C)CC2)cc1OC`?
IDE inh: 1; p-CIP stab down: -2; CRFBP-R2 agonist: 0.3; CHRM4 PAM: 12; CRFR2-BP antag: -8; MEKK3 PB1 HTS: 106; IDE cell activ: -1; GalR3 antag: 1; PHOSPHO1 inh: 3

Results for CCN(CC)c1ccc(N=Cc2c(O)n(-c3ccccc3C)c(=O)[nH]c2=O)cc1 ?
IDE inh: 0; p-CIP stab down: -10; CRFBP-R2 agonist: 29; CHRM4 PAM: 7; CRFR2-BP antag: -56; MEKK3 PB1 HTS: 96; IDE cell activ: -8; GalR3 antag: -1; PHOSPHO1 inh: 34

How did CC[C@@H](CO)C1CC2NC3CC4(c5ccccc5N(C)[C@@H]24)C(O)C31 (stereo not given in full) do in these assays?
IDE inh: 1; CRFBP-R2 agonist: -0.8; CHRM4 PAM: -1; CRFR2-BP antag: 8; MEKK3 PB1 HTS: 103; IDE cell activ: 3; GalR3 antag: -3

How did Fc1ccc(N2CCN(Cc3ccc4c(c3)OCO4)CC2)cc1 do in these assays?
IDE inh: -2; p-CIP stab down: -13; CRFBP-R2 agonist: 0.3; CHRM4 PAM: 0; CRFR2-BP antag: 31; MEKK3 PB1 HTS: 98; IDE cell activ: 1; GalR3 antag: -5; PHOSPHO1 inh: 13

Results for CC(C)CN(CC(C)C)C(=O)C1C2c3ccccc3C(c3ccccc32)C1C(=O)O (stereo not given) ?
p-CIP stab down: 0; CRFBP-R2 agonist: 1.0; CHRM4 PAM: 5; CRFR2-BP antag: 5; MEKK3 PB1 HTS: 90; IDE cell activ: 5; GalR3 antag: -1; PHOSPHO1 inh: 0

Results for Cc1cccc(-c2nc3ccccc3c(=O)n2-n2cccc2)c1 ?
IDE inh: 4; p-CIP stab down: -6; CRFBP-R2 agonist: -2.7; CHRM4 PAM: -3; CRFR2-BP antag: -11; MEKK3 PB1 HTS: 99; IDE cell activ: 2; GalR3 antag: 2; PHOSPHO1 inh: -39

What do the screens show for `CCOP(=O)(C#CC(C)(C)C)C(C)(O)c1ccccc1` (stereo not given)?
IDE inh: -3; p-CIP stab down: -9; CRFBP-R2 agonist: -0.1; CHRM4 PAM: 4; CRFR2-BP antag: -1; MEKK3 PB1 HTS: 110; IDE cell activ: 1; GalR3 antag: 4; PHOSPHO1 inh: 25

Results for CN(C)c1ccc(C2C3C=CC(C3)C2(C#N)C(=O)O)c(Br)c1 (stereo not given) ?
IDE inh: 2; p-CIP stab down: -3; CRFBP-R2 agonist: 1.5; CHRM4 PAM: 1; CRFR2-BP antag: 1; MEKK3 PB1 HTS: 99; IDE cell activ: 0; GalR3 antag: -8; PHOSPHO1 inh: 8

What do the screens show for `CC(NCc1ccc(Cl)cc1)C(O)c1ccccc1` (stereo not given)?
IDE inh: -4; p-CIP stab down: 6; CRFBP-R2 agonist: 1.8; CHRM4 PAM: 0; CRFR2-BP antag: -8; MEKK3 PB1 HTS: 103; IDE cell activ: 0; GalR3 antag: -4; PHOSPHO1 inh: -4

What do the screens show for `CN1CCN(c2ccc([N+](=O)[O-])c3no[n+]([O-])c23)CC1`?
IDE inh: -1; p-CIP stab down: -70; CRFBP-R2 agonist: 49; CHRM4 PAM: -9; CRFR2-BP antag: -41; MEKK3 PB1 HTS: 119; IDE cell activ: 12; GalR3 antag: -7; PHOSPHO1 inh: 20

How did COc1ccc(C(=O)OC2CC[C@@]3(C)C4CCC5[C@]6(O)CC(O)[C@@]7(O)C(CN8CC(C)CCC8[C@@]7(C)O)[C@]6(O)C[C@@]53O[C@]24O)cc1OC (stereo not given in full) do in these assays?
IDE inh: 7; p-CIP stab down: -13; CRFBP-R2 agonist: -0.8; CHRM4 PAM: -3; CRFR2-BP antag: -4; MEKK3 PB1 HTS: 94; IDE cell activ: 3; GalR3 antag: -5; PHOSPHO1 inh: 6

Results for CN1CCN(C(=O)COc2ccc3ccccc3c2)CC1 ?
IDE inh: -2; p-CIP stab down: 4; CRFBP-R2 agonist: -0.1; CHRM4 PAM: 0; CRFR2-BP antag: 1; MEKK3 PB1 HTS: 95; IDE cell activ: 5; GalR3 antag: -9; PHOSPHO1 inh: 45

What do the screens show for `CCN(CC)C(=O)N[C@H]1C[C@@H]2c3cccc4[nH]cc(c34)C[C@H]2N(C)C1`?
IDE inh: 2; p-CIP stab down: -5; CRFBP-R2 agonist: 10.0; CHRM4 PAM: 0; CRFR2-BP antag: -27; MEKK3 PB1 HTS: 102; IDE cell activ: 1; PHOSPHO1 inh: -1

What do the screens show for `CCCn1ncc(C(=O)O)c1C`?
IDE inh: -1; p-CIP stab down: -2; CRFBP-R2 agonist: 0.6; CHRM4 PAM: 0; CRFR2-BP antag: 15; MEKK3 PB1 HTS: 103; IDE cell activ: 4; GalR3 antag: 0; PHOSPHO1 inh: -1

How did COC(=O)C(O)(c1ccc(N(C)C)cc1)C(F)(F)F (stereo not given) do in these assays?
IDE inh: -3; p-CIP stab down: 7; CRFBP-R2 agonist: 0.1; CHRM4 PAM: 7; CRFR2-BP antag: 6; MEKK3 PB1 HTS: 96; IDE cell activ: 0; GalR3 antag: -3; PHOSPHO1 inh: -21

How did COC(=O)CC1NC2CCCCC2NC1=O (stereo not given) do in these assays?
IDE inh: 1; p-CIP stab down: 4; CRFBP-R2 agonist: 1.0; CHRM4 PAM: 8; CRFR2-BP antag: 2; MEKK3 PB1 HTS: 111; IDE cell activ: -3; GalR3 antag: -4; PHOSPHO1 inh: -18

Results for CC(=O)Nc1ccc([As](=O)(O)c2ccc([N+](=O)[O-])cc2)cc1 ?
IDE inh: 5; p-CIP stab down: -1; CRFBP-R2 agonist: -0.8; CHRM4 PAM: 4; CRFR2-BP antag: -1; MEKK3 PB1 HTS: 99; IDE cell activ: 4; GalR3 antag: -7; PHOSPHO1 inh: 25

How did C=CCn1c(O)c(C(C)=NCCCN(C)C)c(=O)[nH]c1=O do in these assays?
IDE inh: 6; p-CIP stab down: -1; CRFBP-R2 agonist: 0.5; CHRM4 PAM: 2; CRFR2-BP antag: 15; MEKK3 PB1 HTS: 104; IDE cell activ: 6; GalR3 antag: -6; PHOSPHO1 inh: 27

How did CN1CCN(c2nc3c(c(=O)[nH]2)CCC3)CC1 do in these assays?
IDE inh: -3; p-CIP stab down: 2; CRFBP-R2 agonist: -1.1; CHRM4 PAM: 1; CRFR2-BP antag: 27; MEKK3 PB1 HTS: 105; IDE cell activ: -5; GalR3 antag: -2; PHOSPHO1 inh: 41

What do the screens show for `NC12CN3CN(CN(C3)C1)C2` (tested in a mixture with another compound)?
IDE inh: 0; p-CIP stab down: -8; CRFBP-R2 agonist: -0.1; CHRM4 PAM: -1; CRFR2-BP antag: -7; MEKK3 PB1 HTS: 98; IDE cell activ: -2; GalR3 antag: -5; PHOSPHO1 inh: -1

How did CC(C)(C)C(=O)O[C@H]1CC[C@@]2(C)C(=CC(=O)C3C2CC[C@]2(C)C(=O)[C@H](O)CC32)C1 (stereo not given in full) do in these assays?
IDE inh: 8; CRFBP-R2 agonist: -1.9; CHRM4 PAM: -1; CRFR2-BP antag: -1; IDE cell activ: 2; GalR3 antag: -5

Results for N#C/C(=C(/O)c1ccc(S(=O)(=O)N(CCCl)CCCl)cc1)c1nc2ccccc2[nH]1 ?
IDE inh: 9; p-CIP stab down: 0; CRFBP-R2 agonist: 2.5; CHRM4 PAM: 4; CRFR2-BP antag: 13; MEKK3 PB1 HTS: 105; IDE cell activ: 1; GalR3 antag: 9; PHOSPHO1 inh: 30

How did CCCC12CN3CCN(C1)CC(CCC)(C3)C2=O do in these assays?
IDE inh: -3; p-CIP stab down: -8; CRFBP-R2 agonist: -0.7; CHRM4 PAM: 15; CRFR2-BP antag: 4; MEKK3 PB1 HTS: 105; IDE cell activ: 3; GalR3 antag: -1; PHOSPHO1 inh: -19

How did CC1CC(C)CN(C(=O)COC(=O)c2cn(C)c3ccccc23)C1 (stereo not given) do in these assays?
IDE inh: 2; CRFBP-R2 agonist: -0.2; CHRM4 PAM: 3; CRFR2-BP antag: 1; IDE cell activ: -1; GalR3 antag: -2

How did COc1ccc(-n2c(-c3ccccc3)nc3ccccc3c2=O)cc1 do in these assays?
IDE inh: 1; p-CIP stab down: 0; CRFBP-R2 agonist: -1.4; CHRM4 PAM: 1; CRFR2-BP antag: -6; MEKK3 PB1 HTS: 81; IDE cell activ: 7; GalR3 antag: 17*; PHOSPHO1 inh: 20

Results for CCn1cc(C(=O)N2CCC3(CC2)OCCO3)c(=O)c2cc(S(=O)(=O)N3CCCC3)ccc21 ?
IDE inh: 0; p-CIP stab down: -6; CRFBP-R2 agonist: -0.8; CHRM4 PAM: 20; CRFR2-BP antag: -9; MEKK3 PB1 HTS: 91; IDE cell activ: -2; GalR3 antag: 2; PHOSPHO1 inh: 11
